Bioassay records (PubChem BioAssay)
EPAC2 agonist = activates human EPAC2 exchange factor; Q8WZA2; EPAC2 activation, biochemical qHTS; response scale: 100% = 6.5 mM cAMP response; Potency, µM (top dose mostly 154 µM), for inactives: at the top dose activation, actives largely listed as activators; 0.079% of 360,000 active; note: potency is the fitted concentration of half-maximal effect; nearly all actives have a fitted effect of over 50% in size
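qHTS, titration series. 100 nM EPAC2 / 250 nM Rap1B-BODIPY-GDP / 50 uM GDP; RT; ex 480/em 540 nm, 5-min reads to 30 min. Norm. to 6.5 mM cAMP = activation.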
TDP-43 yeast inh = TDP-43 toxicity inhibition in yeast | TDP-43 expressing yeast growth rescue, BacTiter-Glo, 24 h | Potency, µM (top dose mostly 46.1 µM), inactives show top-dose growth rescue (activation), actives largely listed as activators | 1.8% of 410,000 active | AID 652104; note: potency is the fitted concentration of half-maximal effect; % of control where 0% means no effect; nearly all actives have a fitted effect of over 50% in size
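Yeast expressing TDP-43 (pregrown in raffinose, seeded at OD600=0.02 in galactose medium) exposed to compounds 24 hr at 30 deg C. Growth read by BacTiter-Glo luminescence; rescue of toxicity appears as increased signal.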
FUS suppressor = FUS proteinopathy suppression in yeast; S. cerevisiae FUS-expressing, growth rescue, OD600, 24 h; Potency, µM (series often up to 76.6 µM), for inactives: at the top dose growth rescue (activation), usual class: activators; 0.24% of 390,000 active; AID 1347120;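 note: potency is the fitted concentration of half-maximal effect; plate controls were DMSO vehicle for no effect and reference control for full effect; nearly all actives have a fitted effect of over 55% in size; some results filed as inactive show a strong effect at the top dose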
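Read-out: OD at 600 nm after 24hr at 30C, reporting rescue of FUS-induced yeast toxicity. Cells at OD 0.005 in galactose (2%) minimal medium; compounds tested in a dilution series; CP55940 titration from 92uM final as control.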
Abeta rescue = restores growth of yeast expressing A-beta42 peptide; yeast expressing A-beta42, growth rescue, OD600, 48 h; response scale: 0% DMSO, 100% iron-clioquinol control; 0.063% of 410,000 active; Potency, µM (highest dose often 46.1 µM), for the others: at the top dose growth rescue, hits mostly activators; AID 1347071; note: potency is the fitted concentration of half-maximal effect; nearly all actives have a fitted effect of over 55% in size
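Growth rescue measured by 600 nm absorbance after 48 h yeast culture at 30 C with compound. Values normalized between DMSO and an equimolar ferric chloride plus clioquinol control.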
aSyn rescue = rescues yeast growth from alpha-synuclein toxicity; Yeast expressing alpha-synuclein, growth rescue, BacTiter-Glo, 24 h; 0.14% of 370,000 active; AID 652106; Potency, µM (top dose mostly 46.1 µM), without a hit: top-dose growth rescue (activation), usual class: activators; note: potency is the fitted concentration of half-maximal effect; % of control where 0% means no effect; nearly all actives have a fitted effect of over 65% in size
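Readout is rescue of growth in alpha-synuclein-expressing yeast, so inhibitors of toxicity appear as activators. Growth after 24 hr at 30 deg C in galactose medium is quantified by luminescence.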
EPAC2 antagonist = blocks human EPAC2 exchange factor. Q8WZA2. 0.18% of 360,000 active. Potency, µM (series often up to 114 µM), inactives show at the top dose activity, negative = inhibition, hits mostly inhibitors. EPAC2 GEF exchange of Rap1B-BODIPY-GDP, fluorescence; note: potency is the fitted concentration of half-maximal effect; % is set by controls: 0 for no effect and ±100 for the full control effect; nearly all actives have a fitted effect of over 45% in size; many of its hits are not listed in these tables
DRD3 agonist = activates the human D3 dopamine receptor. P35462. D3R DiscoveRx beta-arrestin cells, luminescence, 90 min. max activation, %. 0.58% of 410,000 active. AID 652048; in the data active = max activation above about 30%; note: 0% is about no effect; mostly tested at two doses, the higher about 12 µM
Target sequence (P35462 whole entry, looked up): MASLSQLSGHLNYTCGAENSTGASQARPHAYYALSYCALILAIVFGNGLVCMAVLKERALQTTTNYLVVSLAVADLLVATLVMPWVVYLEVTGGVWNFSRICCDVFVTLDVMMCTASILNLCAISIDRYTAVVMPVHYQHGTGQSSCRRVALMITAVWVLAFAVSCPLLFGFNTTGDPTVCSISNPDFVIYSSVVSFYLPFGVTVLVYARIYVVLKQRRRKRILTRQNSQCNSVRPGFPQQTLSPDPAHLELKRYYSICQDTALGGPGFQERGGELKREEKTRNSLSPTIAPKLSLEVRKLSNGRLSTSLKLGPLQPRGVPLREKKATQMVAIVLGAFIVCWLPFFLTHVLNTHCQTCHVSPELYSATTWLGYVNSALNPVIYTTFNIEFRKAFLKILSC
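Agonist-mode cell screen: cells plated at 1500/well and incubated overnight at 37 °C, then exposed to library compounds for 90 min at 37 °C. Detection reagent was added for 30–60 min at room temperature, and luminescence was read.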
D3 antag = blocks the human D3 dopamine receptor | P35462 | D3R cells, DiscoveRx beta-arrestin luminescence, antagonist mode; active compounds read low | max response, negative = inhibition, % | 2.5% of 360,000 active | AID 652054; in the data active = max response below about -50%; inconclusive = no clear call, values can overlap the other calls; note: % is set by controls: 0 for no effect and ±100 for the full control effect; mostly tested at two doses, the higher about 12 µM
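Cells plated overnight at 1500 cells/well, then exposed to library compounds with dopamine controls for 90 minutes at 37 degrees C. DiscoveRx reagent added for 30–60 minutes at room temperature; luminescence read, quantitative HTS format.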
Active calls of the source: *; ? = inconclusive; / = no result given; & = joins results of further samples; [ ] = another dose, or the depositor's remark. Unless noted, calls come from the whole dose curve; as a rule, active = well fitted curve in the direction sought with a large enough effect; inconclusive = small, poorly fitted or top-dose-only effect, or another doubt; inactive = no such curve, though single readings can be large; an effect the other way counts as inactive or inconclusive. This is a subset (hit frequency here may not be typical).

Order of values – EPAC2 agonist | TDP-43 yeast inh | FUS suppressor | Abeta rescue | aSyn rescue | EPAC2 antagonist | DRD3 agonist | D3 antag
1) C[C@]12C(=O)N(c3ccc(F)cc3)C(=O)N1[C@H]1c3ccccc3OC[C@@H]1[C@H]2c1ccccc1
  3% | -9% | 32% | -16% | -25% | 1% | -7 | -6
2) COCC(=O)N1CCc2cc(OC)c(OC)cc2C1COc1ccc2c(C)cc(=O)oc2c1 (stereo unspecified)
  / | 13% | -17% | -8% | / | / | 9 | /
3) COC(=O)c1ccc2nc(-c3ccc(OC)c(OC)c3)c(Cc3cccc(F)c3)n2c1
  11% | 35µM* | 38% | 8% | 24% | ? | -5 | 18
4) O=C(CSc1nnc(-c2ccccc2F)n1C1CCCCC1)N1CCCC1
  2% | 4% | 1% | 7% | -6% | -2% | -10 | ?
5) CCOC(=O)c1cc2sccc2n1CC(=O)O
  11% | -18% | -14% | -7% | -4% | -2% | -15 | -10
6) COc1cc(C=C(c2nc3ccccc3s2)c2nc3ccccc3s2)cc(OC)c1O
  -2% | ? | ? | -8% | -6% | 19% | -1 | 0
7) N=c1n(CC(=O)O)c2ccccc2n1Cc1ccccc1Cl
  9% | 1% | 18% | -1% | 7% | -9% | -4 | -25
8) Cc1cc(C(=O)CN2C(=O)NC(C)(c3ccccc3)C2=O)c(C)n1CC1CCCO1 (stereo unspecified)
  0% | 10% | 14% | -3% | 5% | 20% | 11 | 9
9) CC(=O)Nc1ccc(OCCOc2ccc(/C=C3/C(=N)N4C=CSC4=NC3=O)cc2)cc1
  4% | 11% | ? | 3% | 5% | 5% | 0 | 2
10) CC(C)Cc1cc(-c2ccco2)c(C#N)c(N)n1
  9% | 11% | 18% | 7% | 6% | 2% | 5 | 10
11) CC(=O)NCCNc1nc2cc(-c3cccc(Cl)c3)sc2c(=O)n1C
  3% | 0% | 3% | -10% | 9% | -34% | 1 | 17
12) CC1CCCN(C(=O)c2cc3ccccc3cc2O)C1 (stereo unspecified)
  8% | 22% | 10% | 4% | 3% | -10% | 1 | 11
13) COc1ccc2nc(Nc3nc(-c4ccncc4)cs3)sc2c1
  -1% | / | 36% | -10% | -1% | 9% | 10 | 0
14) COc1ccc(NC(=O)C2CC(=O)n3ncnc3N2)cc1 (stereo unspecified)
  -3% | -5% | 13% | -9% | -1% | -4% | 2 | 14
15) Cc1cc(C)cc(OCC(=O)N2N=C(c3cccnc3)CC2(O)C(F)(F)F)c1 (stereo unspecified)
  -7% | ? | / | 15% | 12% | 7% | 6 | 25
16) c1ccc(-c2nc3c4ccccc4ccn3c2CN2CCCCC2)cc1
  18% | -10% | 9% | -2% | 1% | -17% | -7 | -3
17) Cc1ccc(/C=N/Nc2cn[nH]c(=O)n2)o1
  2% | -4%[0.397 µM] | 2% | 6% | -2% | 3% | 6 | 0
18) Cc1ccc(S(=O)(=O)N2CCC(C(=O)NCCc3ccccc3)CC2)cc1
  4% | -12% | 5% | 4% | 2% | 4% | -6 | 16
19) CC(NC(=O)COC(=O)C1CCCCC1)c1ccccc1 (stereo unspecified)
  0% | 14% | / | -7% | -3% | 10% | -17 | -10
20) COc1ccccc1NC(=O)Cn1c(=O)n(Cc2ccccc2)c(=O)c2sc3ccccc3c21
  / | -19% | -12% | -11% | / | / | -12 | /
21) Cc1ccc(C(=O)COC(=O)c2cccc(O)c2)s1
  -1% | -9% | -5% | 0% | -1% | -8% | 2 | 3
22) COc1ccc(OC)c(S(=O)(=O)Nc2cc3c4c(c2)CC(=O)N4CCC3)c1
  0% | -14% | 15% | 4% | 1% | -5% | 3 | 24
23) Cc1ccc(-n2cc(CN(C)CCc3cn[nH]c3)c(-c3cccc(C)c3)n2)cc1
  6% | 9% | 34% | 1% | -2% | -6% | -8 | -24
24) Cc1cc(C)n(S(=O)(=O)c2cc(C(=O)O)c(Cl)cc2Cl)n1
  8% | -9% | -3% | -13% | 2% | 0% | -16 | ?
25) Cc1nn(CC(=O)N2CCN(c3ccccc3)CC2)c(=O)c2cccn12
  15% | 0%&16% | -26%&-12% | 11%&-8% | -2% | -1% | 1&-9 | 20
26) COc1cc(CNc2cccc(C(=O)O)c2)cc(Br)c1OCC(=O)NC(C)(C)C
  10% | -2% | ? | -2% | 10% | -4% | 5 | 15
27) Cc1ccc(CNC(=O)CCC(=O)Nc2nnc(C(C)C)s2)cc1
  -4% | 15% | 31% | 4% | 3% | -4% | -5 | 1
28) COc1ccc(NC(=O)CSc2nnc3c4c(nc(-c5ccccc5)n23)CC(C)(C)OC4)cc1
  -12% | 0% | / | -17% | -3% | 25% | -3 | 47
29) COc1ccc(/C=C/C(=O)N2CC(C)OC(C)C2)cc1OC (stereo unspecified)
  7% | 17% | 5% | -22% | -1% | 0% | -2 | 0
30) C/C(=N\NC(=O)c1cccc(N/N=C(\C)c2cc(O)ccc2O)c1)c1cc(O)ccc1O
  7% | 9% | 6% | -18% | 3% | -8% | 4 | 8

Structural class, those above containing a Cl atom
Order of values – EPAC2 agonist | TDP-43 yeast inh | FUS suppressor | Abeta rescue | aSyn rescue | EPAC2 antagonist | DRD3 agonist | D3 antag
7) N=c1n(CC(=O)O)c2ccccc2n1Cc1ccccc1Cl
  9% | 1% | 18% | -1% | 7% | -9% | -4 | -25
11) CC(=O)NCCNc1nc2cc(-c3cccc(Cl)c3)sc2c(=O)n1C
  3% | 0% | 3% | -10% | 9% | -34% | 1 | 17
24) Cc1cc(C)n(S(=O)(=O)c2cc(C(=O)O)c(Cl)cc2Cl)n1
  8% | -9% | -3% | -13% | 2% | 0% | -16 | ?

(cont.)
Order of values – EPAC2 agonist | TDP-43 yeast inh | FUS suppressor | Abeta rescue | aSyn rescue | EPAC2 antagonist | DRD3 agonist | D3 antag
31) O=C(NCc1ccccc1Cl)c1ccc(NC(=O)c2nsc3ccccc23)cc1
  / | 19% | -13% | -4% | / | / | 1 | /
32) CSc1ccccc1NC(=O)Cn1c([N+](=O)[O-])cnc1C
  4% | -9% | 6% | -3% | 1% | 22% | 10 | 5
33) COc1cc(C(=O)C(O)c2ccc(O)c(OC)c2)ccc1O (stereo unspecified)
  4% | -7% | -2% | -3% | 0% | 1% | -1 | -4
34) O=C(CCSC1=NCCCN1)c1ccc(F)cc1
  0% | 19% | / | 0% | -8% | -1% | -3 | 1
35) COc1ccc(-c2nc(NC(=O)c3ccco3)sc2C)cc1
  19% | 0% | -4% | -15% | -7% | -28% | 4 | -20
36) CCc1ccc(NS(=O)(=O)c2ccc3[nH]cc(C(=O)N4CCCCCC4)c(=O)c3c2)cc1
  / | ? | 22% | 10% | / | / | 1 | /
37) C(=N\Nc1ccc2nncn2n1)/c1ccccn1
  -2% | 10% | 3% | 1% | 1% | ? | 16 | 2
38) C#CCOCCOCCOCCNc1nc(N2CCOCC2)nc(N2CCN(C(=O)CCCCCCCCCCNC(=O)[C@@H]([C@H](C)O)n3cc(C)nn3)CC2)n1
  25% | 2% | ? | 2% | -1% | 10% | -35 | -5
39) COc1ccc(COC(=O)Nc2cc3c(C(F)(F)F)nn(C)c3s2)cc1
  6% | ? | 7% | -6% | -6% | -8% | 1 | 13
40) CC1(C)CC2CC(C)(CN2S(=O)(=O)c2ccccc2[N+](=O)[O-])C1 (stereo unspecified)
  11% | 5% | 11% | -5% | 17% | ? | -7 | -3
41) O=C(NC(c1ccc(Cl)cc1)c1ccsc1)C1CCN(Cc2cccc(C(F)(F)F)c2)CC1 (stereo unspecified)
  2% | 12% | 18% | 4% | -4% | 2% | -21 | -93*
42) CC(c1cccs1)N(C)Cc1nc(CCc2ccccc2)no1 (stereo unspecified)
  11% | 24% | 16% | 5% | -1% | -12% | 0 | 2
43) Cc1ccccc1N=C1c2cc([N+](=O)[O-])ccc2-c2ncccc21
  14% | 11% | / | -14% | 6% | -11% | 1 | 13
44) C/C(=C\C(=O)O)C12CC3CC(CC(C3)C1)C2
  3% | ? | ? | -17% | ? | 16% | 2 | -8
45) CCOC(=O)CN(C#N)c1nc(C)cc(C)n1
  4% | 16% | -10% | 2% | -3% | 1% | 8 | -3
46) O=C(CSc1nnc(C2CC2)n1C1CC1)N1CCN(c2ccc(O)cc2)CC1
  0% | 4% | -6% | 0% | 3% | 20% | 0 | -2
47) CC1CCCCN1C(=O)C1COc2ccccc2O1 (stereo unspecified)
  6% | 26% | 4% | -1% | 3% | -2% | -8 | 2
48) Cc1occc1C(=O)Nc1cc(S(=O)(=O)N2CCOCC2)ccc1OC(C)C
  11% | -22% | / | 0% | -1% | -6% | -17 | -23
49) COC(=O)C[C@H]1C=C[C@H](NC(=O)c2cccc(F)c2)[C@@H](CO)O1
  3% | 14% | -12% | -3% | 2% | 10% | 7 | 1
50) Cc1ccccc1S(=O)(=O)c1c(C)cc(-c2ccccc2)[nH]c1=O
  -5% | 19% | -13% | 15% | -13% | 1% | -3 | 1
51) Nc1nnc(-c2ccccc2)c(-c2ccccc2)n1
  -2% | 0% | -5% | -7% | 0% | -3% | -7 | 3
52) O=C1N=C(N2CCCCC2)S/C1=C\c1ccncc1
  4% | -18% | -1% | -4% | -2% | 0% | 4 | -1
53) O=C(CCN1C(=O)c2ccccc2C1=O)C1=NN[C@@H]2C(=O)N(c3ccc4c(c3)OCO4)C(=O)[C@H]12
  9% | 21% | -3% | 19% | 9% | 10% | 11 | 15
54) Cc1cccc(S(=O)(=O)N(C)C[C@H]2OCc3cn(nn3)CCCC(=O)N([C@H](C)CO)C[C@@H]2C)c1
  9% | 19% | -21% | 0% | 1% | 6% | 7 | 12
55) CC1(CC(=O)O)SC(=O)NC1=O (stereo unspecified)
  5% | 0% | 0% | -12% | -5% | -5% | 1 | -7
56) O=C(O)c1[nH]c2ccc(Cl)cc2c1CCN1C(=O)c2ccccc2C1=O
  4% | 20% | -5% | 4% | 4% | 9% | 5 | 3
57) CCCCCOc1ccc(CSc2n[nH]c(C)n2)cc1
  10% | -19%[9.22 µM] | 23% | -89%[inhibitor] | -44%[inhibitor] | -22% | 2 | -22
58) c1ccc(CN2CCN(C3CCCSc4ccccc43)CC2)cc1 (stereo unspecified)
  13% | 17% | 0% | 4% | 5% | 0% | -48 | -85*
59) C1CNCCOCCNCCN1
  0% | -7% | 5% | -4% | 1% | 16% | -5 | -23
60) Cn1nnnc1SCCNCc1ccc(F)cc1
  / | -22% | 1% | -25% | / | / | -18 | /
